Source: PubChem
TIM10 inh = growth inhibitors of TIM10 yeast strain. AID 463195. inhibition, % at 10 µM. 330,000 tested, 1.4% active. S. cerevisiae TIM10 strain growth, BacTiter-Glo luminescence, 24 h;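 active = inhibition of 40% or more at the single tested concentration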;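 note: wild-type TIM10 isogenic control strain grown at permissive 25 °C; 0% = DMSO yeast wells and 100% = minimal medium wells without yeast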
APJ antag = APJ receptor antagonism; CHO-K1 APJ beta-arrestin complementation, luminescence; inhibition, % at 20 µM; 330,000 tested, 0.32% active;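 active = inhibition above about 40% at 20 µM, limit read from the data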;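 note: cells challenged with 10 nM apelin-13 agonist together with compound; plate controls were apelin-13 plus DMSO wells for no effect and DMSO wells lacking apelin-13 for full effect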
Target sequence (P35414 whole entry, looked up): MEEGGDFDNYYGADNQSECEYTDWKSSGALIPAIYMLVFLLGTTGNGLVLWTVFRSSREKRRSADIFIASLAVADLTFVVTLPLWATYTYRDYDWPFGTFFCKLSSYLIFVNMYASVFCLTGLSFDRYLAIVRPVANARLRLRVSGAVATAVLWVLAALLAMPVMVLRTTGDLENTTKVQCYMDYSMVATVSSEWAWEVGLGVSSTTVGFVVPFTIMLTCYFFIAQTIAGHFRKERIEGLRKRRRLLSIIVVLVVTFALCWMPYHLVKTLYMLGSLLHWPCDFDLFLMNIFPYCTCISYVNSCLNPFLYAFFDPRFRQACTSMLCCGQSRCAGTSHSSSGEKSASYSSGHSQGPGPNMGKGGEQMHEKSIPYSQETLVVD
NALP3 yeast inh = inhibitors of NALP3 inflammasome in yeast; Yeast reconstituted NLRP3/ASC/caspase-1, beta-gal luminescence, 24 h; inhibition, % at 10 µM; 330,000 tested, 0.39% active;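 active = inhibition of 50% or more; inactive = inhibition below 50%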;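 note: plate controls were induced DMSO wells for no effect and uninduced yeast grown without galactose for full effect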
NR3A LBD binder = NR3A (human) ligand-binding domain modulation | NR3A LBD differential scanning fluorimetry, Tm shift; 0% = protein alone, 100% = glycine-bound protein | Tm shift relative to glycine control, % at 25 µM | 340,000 tested, 2.5% active;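 active = melting temperature shift of at least 10% of the positive control shift, at one fixed dose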
APJ agonist = APJ receptor agonism; P35414; CHO-K1 APJ PathHunter beta-arrestin, luminescence; 0% DMSO wells, 100% apelin; AID 2520; activation, % at 20 µM; 330,000 tested, 0.11% active;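 active = activation more than six SD over the plate average, tested at 20 µM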;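 note: 0% = DMSO alone and 100% = apelin-13 at 10 nM; some results filed as inactive read as strong as hits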
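Material: CHO-K1 APJ beta-arrestin complementation cell line; Input: cell density 1000 per well; Incubation: compound stimulation 90 min at 25 °C, detection 60 min; Signal: luminescence from split beta-galactosidase complementation, Galacton Star/Emerald II substrate; Controls: DMSO-only wells as negative, 10 nM Apelin-13 as positive control.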
MIN6 prolif = MIN6 beta-cell proliferation induction | MIN6 cells proliferation, ATPlite luminescence, 48 h; cells starved in 0.2% serum; 100% = growth in 10% serum | proliferation, % at 10 µM | 330,000 tested, 0.29% active;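 active = compounds whose signal lies at least 3.5 SD above the mean of all wells on their plate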;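 note: 0% = DMSO-treated cells in low-serum medium and 100% = 10% serum control; some compounds called inactive have numbers as strong as hits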
MPTP inh = permeability transition pore inhibition; inhibition, % at 10 µM; isolated mouse mitochondria, Ca2+ swelling absorbance, 30 min; 360,000 tested, 1.4% active;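 active = inhibition of 50% or more, scaled per plate between neutral and stimulator controls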;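 note: 0% = DMSO wells given calcium and 100% = 1 mM EGTA wells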
tim10-1 inh = tim10-1 yeast growth inhibition | inhibition, % at 20 µM | AID 463190 | S. cerevisiae tim10-1 ts strain growth, BacTiter-Glo, 24 h | 330,000 tested, 2.2% active;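 active = inhibition of at least 40%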;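 note: mutant grown at 25 °C; 0% = DMSO wells with yeast and 100% = wells holding no yeast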
tim23-1 inh = growth inhibitors of tim23-1 mutant yeast; S. cerevisiae tim23-1 growth, BacTiter-Glo luminescence, 24 h; inhibition, % at 20 µM; 330,000 tested, 1.3% active;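 active = growth inhibition of the mutant yeast at or above 50%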;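 note: temperature-sensitive mutant grown at 25 °C; plate controls were DMSO-treated mutant yeast for no effect and medium wells lacking yeast for full effect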
* hit, by the source's call; / = not tested or not shown.

SMILES	TIM10 inh	APJ antag	NALP3 yeast inh	NR3A LBD binder	APJ agonist	MIN6 prolif	MPTP inh	tim10-1 inh	tim23-1 inh
Cc1cc(C)c(C)c(S(=O)(=O)N2CCN(CC(=O)Nc3ccc([N+](=O)[O-])cc3)CC2)c1C	-9	-14	12	-3	-3	-2	9.5	18	1
CCCn1nnnc1SCC(=O)N1CCCc2ccccc21	-9	8	1	1	-5	-1	-1.1	29	13
Cc1ccc(C)c(NC(=O)c2nc(-c3ccccc3)n(-c3ccccc3)n2)c1	29	-8	1	1	-3	-4	0.5	43*	43
Cc1ccc(NC(=O)CS(=O)CC(=O)Nc2cccc(C)c2C)cc1F (stereo not given)	-24	-5	3	2	2	-3	-0.5	14	-14
O=C(O)C(CCCCN1C(=O)c2ccccc2C1=O)N1C(=O)c2ccccc2C1=O (stereo not given)	-6	3	0	1	-1	3	-0.3	4	-1
COc1ccc(OC)c(NC(=O)CCN2CCN(Cc3ccccc3)CC2)c1	-9	10	15	-11	-3	-2	0.5	-14	4
CC(Nc1cccc(F)c1)C(=O)Nc1ccc(S(N)(=O)=O)cc1 (stereo not given)	7	1	17	-2	-1	-3	-1.2	-2	7
Cn1c(NC(=O)c2ccc(S(=O)(=O)N3CCCCC3)cc2)cc(=O)n(C)c1=O	-2	16	13	-1	-3	-1	-0.8	-1	-4
COc1ccc(CCNc2nc(C)cc(=O)[nH]2)cc1OC	0	-6	10	1	-3	0	-2.6	-2	12
COc1ccc(Br)cc1CN(C)C(=O)C1CC(=O)N(C2CCCC2)C1 (stereo not given)	-13	7	17	-1	-3	-3	-0.7	-3	3
C=CC[C@H](CC(=O)OC(C)(C)C)C(=O)OC[C@@H]1CCCN1C(=O)[C@@H](CC=C)CC(=O)N[C@H](CO)Cc1ccccc1	1	12	12	-3	-4	3	0.4	14	18
O=C(NCc1ccccn1)C1CCC(=O)N(Cc2ccc(Cl)cc2)C1 (stereo not given)	5	-2	-5	-3	-6	-3	0.2	-18	1
Cc1ccsc1/C=C1/SC(N2CCOCC2)=NC1=O	7	24	6	/	-1	-2	/	23	19
Nc1nc(Nc2ccccc2F)nc(N2CCCC2)c1[N+](=O)[O-]	3	-13	21	-2	-4	-5	0.8	1	36
O=C(C1CCC1)N1CCc2cc(S(=O)(=O)NC3CCCc4ccccc43)ccc21 (stereo not given)	-4	-4	12	0	-3	-1	6.8	-4	0
CCC(C(=O)Nc1ccncc1)c1ccccc1 (stereo not given)	-4	4	-9	0	0	-3	4.8	0	-11
CC(C)(C)c1nc2scc(-c3ccc(Cl)cc3)c2c(=O)o1	1	-1	12	0	6	0	-0.7	21	4
Cc1cc(C)nc(SCCN2CCCCC2)n1	2	15	10	-5	-3	-2	1.8	4	1
OCCN1CCN(C(=S)c2ccc(Cl)c(Cl)c2)CC1	-4	23	14	2	1	-3	-0.4	17	13
COc1ccc(Nc2nc(C(=O)NCc3ccco3)cs2)cc1	36	8	-2	0	1	-2	1.2	29	27
Cc1cc(C)n2c(-c3ccccc3Cl)nnc2n1	7	10	-3	-2	2	-4	-0.8	14	-2
O=C(CC1SCCNC1=O)Nc1cccc([N+](=O)[O-])c1 (stereo not given)	-16	-6	4	-2	-2	1	1.9	-13	10
CCOc1ccc(CCNC(=O)CCC(=O)N2CCOc3ccccc32)cc1OCC	-8	7	18	0	-3	5	0.3	0	9
CCOc1ccc(-c2c(C(=O)N/N=C/C3CCCCC3)nnn2-c2nonc2N)cc1	6	-9	-4	-6	4	0	0.0	11	4
CCN(CC(F)(F)C(F)F)S(=O)(=O)c1ccc(NC(=O)OC)cc1	-19	7	20	1	-2	-1	1.2	21	16
O=C1CSC(c2ccccc2Br)N1c1ccc(Cl)cn1 (stereo not given)	41*	-14	-25	1	-5	-2	1.0	27	49
COc1ccc(C2CCCN2C(=O)c2cccs2)cc1 (stereo not given)	14	-1	22	-2	-5	1	-1.6	17	4
CC(=O)NC(Cc1c[nH]c2ccccc12)C(=O)O (stereo not given)	-11	-50	7	-2	-3	0	0.1	-15	-15
CCOc1cc(C2C(C(=O)OC(C)C)=C(C)NC3=C2C(=O)CCC3)cc([N+](=O)[O-])c1O (stereo not given)	12	22	-33	-3	-5	1	1.2	20	-1
Fc1ccc2c(c1)C1OCCCC1C(c1ccccc1)N2 (stereo not given)	5	-9	62*	3	-2	-1	0.7	-14	24
O=C(Oc1cccc2cccnc12)c1cccc(-n2cnnn2)c1	-1	1	12	-1	4	-4	0.2	13	2
CC(NC(=O)c1ccc(Br)o1)C1CC2CCC1C2 (stereo not given)	4	1	0	-1	-4	-1	-0.8	28	15
COc1ccc(/C=N/NS(=O)(=O)c2ccc(C)cc2)cc1OC(=O)c1ccc(C)cc1	15	-5	6	8	-1	-4	0.7	17	27
COc1ccccc1OCCNC(=O)CN1C(=O)NC2(CCCCC2)C1=O	-13	-55	0	2	-2	-3	-0.9	-6	-5
Cc1cccc(NC2=CC(=O)CC(C)(C)C2)c1C	11	-3	7	-1	-1	-4	-2.3	12	9
CCn1c(SCC(=O)Nc2ccccc2C)nc2nc3c(cc2c1=O)COC(C)(C)C3	0	6	7	0	4	-1	-0.1	-8	6
Cc1ccc2[nH]c3c(NCc4ccco4)ncnc3c2c1	-9	-11	9	-2	4	-5	60*	-3	2
CCOc1ccc(OCC(=O)Nc2nccs2)cc1	8	-17	21	1	-2	-2	-0.8	20	23
Cc1cc(CNC(=O)CC2C(=O)NCCN2Cc2ccc(-c3ccccc3)cc2)nn1C (stereo not given)	12	-14	24	-2	-4	-2	-1.7	15	17
COC(CCN(C)C)(c1ccccc1)c1ccccc1	-7	16	15	0	-7	-4	-0.7	4	17
Cc1ccc[n+](-c2nc([O-])sc2/C=N/Nc2ccc([N+](=O)[O-])cc2)c1	13	34	22	-1	-5	-1	5.4	-9	-5
Cc1ccc(NC(=O)CSc2nc3[nH]ncc3c(=O)[nH]2)c(C)c1	-3	13	26	-2	-4	-4	2.2	9	17
O=C(c1ccc(CSc2ccc(Cl)cc2)cc1)N1CCOCC1	13	1	17	-1	-2	-3	2.8	23	24
CCOc1cc(C=O)ccc1OCCn1c([N+](=O)[O-])cnc1C	10	5	0	-1	1	-1	0.0	11	4
Cc1cc(NCCCN(C)C)n2c(nc3ccccc32)c1C#N	-36	20	22	-1	-3	-1	0.4	-41	-13
O=C(COc1ccc(-c2ccccc2)cc1)N/N=C/c1cccnc1	-12	-9	28	5	-1	-3	2.8	-5	10
CC1CCCCN1C(=O)CCc1nnc(Cc2c[nH]c3ccccc23)o1 (stereo not given)	9	-7	0	-1	-1	-3	1.2	13	13
CCCCOC(=O)c1ccccc1N1C(=O)C2C3CCC(C3)C2C1=O (stereo not given)	8	4	-5	-5	-1	-2	-0.8	2	23
CC1CCCN(S(=O)(=O)c2cccc([N+](=O)[O-])c2)C1 (stereo not given)	-1	-9	14	1	1	1	-0.2	18	21
CSC1=N/C(=C\c2ccc(Br)o2)C(=O)S1	9	12	8	2	0	-4	-3.2	16	36
O=C(CC(c1cccs1)S(=O)(=O)c1ccccc1)c1ccc(F)cc1 (stereo not given)	7	5	-17	-1	-1	-5	-1.0	14	5
CC(C)c1nnc(NC(=O)c2nc(S(=O)(=O)Cc3ccccc3)ncc2Cl)s1	4	1	6	0	6	-8	-2.4	-5	9
CS(=O)(=O)N1CCc2cc(C(=O)Nc3ccc(Br)cc3)ccc21	4	-3	9	-3	2	0	2.7	-15	3
CC1CN(CCC(=O)Nc2ccccc2F)CC(C)O1 (stereo not given)	-18	8	-1	-1	3	2	1.1	-21	7
CCn1cc2nc(SCC(=O)Nc3ccc(F)cc3F)n(Cc3ccccc3)c(=O)c2n1	1	-15	14	0	-1	-4	1.8	17	9
CCC1=Nc2cc(C(=O)NCC3CCCO3)ccc2Sc2ccc(Br)cc21 (stereo not given)	3	14	19	-2	-1	-2	1.1	13	13
CCCCN1CCCCC1C(=O)Nc1c(C)cccc1C (stereo not given)	5	15	16	-1	3	-1	3.6	-12	-8
COc1cccc(C=Nc2ccc3c(c2)CCC3)c1O	-4	10	4	-1	2	-2	0.8	-17	10
Cc1c(OCC(=O)NC(Cc2ccc(Cl)cc2)C(=O)O)ccc2c3c(c(=O)oc12)CCC3 (stereo not given)	11	-2	-3	-1	-2	1	0.0	-9	4
O=C(Nc1nc2ccccc2n1CCN1CCOCC1)c1ccccc1	-2	-7	7	2	-1	-1	-1.0	8	18

Going on with the list.
SMILES	TIM10 inh	APJ antag	NALP3 yeast inh	NR3A LBD binder	APJ agonist	MIN6 prolif	MPTP inh	tim10-1 inh	tim23-1 inh
NC(=O)CSc1nc2c(sc3ccccc32)c(=O)n1CCCC(=O)NCC1CCCO1 (stereo not given)	-8	9	2	1	-4	0	1.0	1	5
Cn1cc(C2CC(c3ccccc3)=NN2C(=O)c2ccccc2)c2ccccc21 (stereo not given)	6	6	-4	-1	-4	-5	1.9	7	34
Cn1c(CNC(=O)Nc2ccccc2Cl)nnc1SCc1ccccc1	21	9	-3	0	5	0	0.0	21	13
CCOC(=O)c1ccc(NCc2nc3ccccc3[nH]2)cc1	6	7	15	-1	-3	-2	1.3	-1	0
COc1cc(O)c(C(CCN2CCOCC2)c2ccc3c(c2)OCO3)c(OC)c1 (stereo not given)	4	-14	22	1	-3	-4	0.5	-19	7
COc1ccc(NC(=O)C2CCC(=O)N2C(=O)OCc2ccccc2)cc1 (stereo not given)	-2	-11	21	11*	-2	-1	0.1	10	4
Cc1cc(C)cc(C(=O)N/N=C/c2ccoc2)c1	-11	5	-3	1	-1	-3	-1.3	-10	5
Nc1ccccc1Sc1ccc(C(=O)c2ccccc2C(=O)O)cc1[N+](=O)[O-]	10	-17	-7	2	2	2	1.0	-9	-4
CN1CCN(C(=O)c2ccc(CS(=O)(=O)c3c(Cl)cccc3Cl)o2)CC1	6	1	14	-1	-1	0	-0.6	2	1
Cn1c(SCC(=O)NCc2ccccc2)nc2ccccc21	6	-4	0	0	-3	0	-0.1	1	3
Cc1ccc(S(=O)(=O)N2CCC(N3CCCCCC3)CC2)cc1	8	-15	5	-3	-3	0	-1.0	9	3
CCN(CC(=O)Nc1cc(Cl)ccc1C)c1ncnc2sc(C)c(C)c12	-10	-6	24	-3	-2	0	8.0	39	24
O=C(CSc1n[nH]c(-c2cccs2)n1)N1CCCc2ccccc21	-3	-26	24	3	-4	4	-0.9	17	34
Cn1ccsc1=NC(=O)c1ccccc1OC(F)F	21	7	23	1	3	-2	-2.1	8	22
O=C(Nc1nc(-c2ccc(F)cc2)cs1)C1CCCO1 (stereo not given)	-4	-9	40	1	5	0	-0.8	-7	5

An excerpt from above with just APJ antag, NALP3 yeast inh and MIN6 prolif:
SMILES | APJ antag | NALP3 yeast inh | MIN6 prolif
CCN(CC(=O)Nc1cc(Cl)ccc1C)c1ncnc2sc(C)c(C)c12 | -6 | 24 | 0
O=C(CSc1n[nH]c(-c2cccs2)n1)N1CCCc2ccccc21 | -26 | 24 | 4
Cn1ccsc1=NC(=O)c1ccccc1OC(F)F | 7 | 23 | -2
O=C(Nc1nc(-c2ccc(F)cc2)cs1)C1CCCO1 (stereo not given) | -9 | 40 | 0
